# Menin MLL FP TR: qHTS Assay for Inhibitors Targeting the Menin-MLL Interaction in MLL Related Leukemias: Competition With Texas Red Labeled MLL-derived Mutant Peptide. O00255. Menin + Texas Red MLL mutant peptide, fluorescence polarization. Potency, µM (top dose mostly 61.6 µM), for the others: top-dose FP activity change, negative = inhibition, actives largely listed as inhibitors. 270,000 compounds, 0.23% hits; active = well fitted inhibition curve with a large enough effect in the polarisation, with a control signal flat, not every such curve was filed as active; inconclusive = small, poorly fitted or top-dose-only effect, or effect the other way, or a change in a side signal; inactive = no such curve, though single readings can be large or run the other way; the % refers to the polarisation; note: potency is the fitted concentration of half-maximal effect; % of control where 0% means no effect; many of its hits are not listed in these tables
# PKM2 activator: qHTS Assay for Activators of Human Muscle isoform 2 Pyruvate Kinase; Potency, µM (series often up to 57.5 µM), for the others: at the top dose activation, most hits filed as activators; purified PKM2, Kinase-Glo ATP luminescence, activation; response scale: 0% is enzyme alone, no compound; AID 1631, 2009; Pyruvate kinase PKM (Homo sapiens), P14618; 260,000 compounds, 0.34% hits; note: potency is the fitted concentration of half-maximal effect; % is set by controls: 0 for no effect and ±100 for the full control effect; nearly all actives have a fitted effect of over 55% in size
# Target sequence (P14618 whole entry, looked up, canonical isoform): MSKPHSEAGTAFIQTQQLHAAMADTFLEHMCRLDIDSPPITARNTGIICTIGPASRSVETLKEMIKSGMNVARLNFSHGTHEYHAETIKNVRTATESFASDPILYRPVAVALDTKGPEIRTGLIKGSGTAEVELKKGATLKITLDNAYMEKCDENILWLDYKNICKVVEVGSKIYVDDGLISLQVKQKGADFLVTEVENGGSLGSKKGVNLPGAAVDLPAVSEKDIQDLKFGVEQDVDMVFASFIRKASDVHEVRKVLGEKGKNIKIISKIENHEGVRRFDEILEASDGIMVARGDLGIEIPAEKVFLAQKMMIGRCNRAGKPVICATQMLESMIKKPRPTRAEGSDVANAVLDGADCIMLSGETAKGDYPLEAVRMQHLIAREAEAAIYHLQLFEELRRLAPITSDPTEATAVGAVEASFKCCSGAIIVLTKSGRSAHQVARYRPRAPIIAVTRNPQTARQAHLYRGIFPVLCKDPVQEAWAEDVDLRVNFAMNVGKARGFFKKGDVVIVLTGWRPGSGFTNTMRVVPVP
#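 Purified hPK-M2 (>95% pure) converted ADP (0.1 mM final) to ATP with 0.5 mM PEP in 50 mM imidazole pH7.2, KCl, MgCl2, Tween 20, BSA; 1 h at room temperature. ATP detected by Kinase-Glo luminescence.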
# p53 reactivator: qHTS assay for re-activators of p53 using a Luc reporter | 320,000 compounds, 0.063% hits | Potency, µM (doses to about 92.2 µM), without a hit: at the top dose activity change, positive = activation, most hits filed as activators | H1299 p53-A138V BP100-luciferase reporter, luminescence, 24 h | AID 504706, 2011; note: potency is the fitted concentration of half-maximal effect; % of control where 0% means no effect; nearly all actives have a fitted effect of over 45% in size
#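 H1299 (p53-null), stable ts p53-A138V + BP100-Luc; 1000 cells/well, Opti-MEM/10% FBS; cpd 4 pt, 1:5; 24 h, 37 deg C, 5% CO2; detection reagent 10 min RT; luminescence.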
# FLuc modulator: qHTS profiling assay for firefly luciferase inhibitor/activator using purifed enzyme and Km concentrations of substrates (counterscreen for miR-21 project). Luciferin 4-monooxygenase (Photinus pyralis), P08659. purified FLuc, Km substrates, luminescence inhibition. Potency, µM (titrated, usually from 57.5 µM), without a hit: at the highest dose activity change, negative = inhibition, actives largely listed as inhibitors. 360,000 compounds, 6.9% hits. AID 588342, 2011;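 note: potency is the fitted concentration of half-maximal effect; plate controls were vehicle for no effect and reference inhibitor for full effect; nearly all actives have a fitted effect of over 55% in size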
#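 Biochemical qHTS of compounds, final roughly 60 µM downward over six points, against 10 nM purified firefly luciferase using Km concentrations of substrates (10 uM D-luciferin, 10 uM ATP) in Tris acetate pH 7.5 buffer; luminescence output.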
# BRCA1 expr up: qHTS Assay to Identify Small Molecule Activators of BRCA1 Expression. MCF7-BRCA1-FFLuc reporter, luminescence, 48 h; response scale: scaled: vehicle 0%, 10 µM genistein 100%. Potency, µM (top dose mostly 46.1 µM), inactives show at the top dose activation, most hits filed as activators. 380,000 compounds, 1.1% hits. AID 624202, 2012; note: potency is the fitted concentration of half-maximal effect; nearly all actives have a fitted effect of over 80% in size; some results filed as inactive show a strong effect at the top dose
#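 Luminescence from a BRCA1-driven firefly luciferase in MCF7 cells was the read-out, taken 15 min after substrate addition following 48 h compound exposure at 37 °C. Data were normalized to a 10 microM genistein control and DMSO vehicle.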
# RORgamma inh: qHTS for inhibitors of ROR gamma transcriptional activity | Potency, µM (doses to about 53.6 µM), without a hit: at the top dose activity change, negative = inhibition, most hits filed as inhibitors | Drosophila S2 Gal4-RORgamma UAS-luciferase reporter, 20 h | 310,000 compounds, 5.4% hits | AID 2551, 2010 | Nuclear receptor ROR-gamma (Mus musculus), P51450; note: potency is the fitted concentration of half-maximal effect; % is set by controls: 0 for no effect and ±100 for the full control effect; nearly all actives have a fitted effect of over 60% in size
# Target sequence (P51450 whole entry, looked up, the tested form may be a part): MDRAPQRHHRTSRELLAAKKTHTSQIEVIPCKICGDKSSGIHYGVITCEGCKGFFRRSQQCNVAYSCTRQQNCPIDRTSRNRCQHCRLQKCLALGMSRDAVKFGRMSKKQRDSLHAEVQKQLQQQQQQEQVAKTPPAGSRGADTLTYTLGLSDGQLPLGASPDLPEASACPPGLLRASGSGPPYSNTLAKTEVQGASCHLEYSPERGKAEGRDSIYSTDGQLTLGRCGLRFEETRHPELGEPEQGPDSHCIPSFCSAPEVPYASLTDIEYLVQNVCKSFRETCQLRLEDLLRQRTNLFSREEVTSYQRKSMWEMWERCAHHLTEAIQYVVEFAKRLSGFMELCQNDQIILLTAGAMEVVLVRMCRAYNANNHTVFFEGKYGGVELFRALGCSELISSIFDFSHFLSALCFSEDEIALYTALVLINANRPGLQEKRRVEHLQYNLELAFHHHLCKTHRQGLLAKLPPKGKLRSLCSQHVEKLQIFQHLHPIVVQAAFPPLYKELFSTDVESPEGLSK
#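 Stable Schneider cell line, Gal4 DNA-binding domain fused to ROR gamma, UAS-luciferase. Cmpd 1 hr RT → CuSO4 700 uM final → 20 hr RT → luciferase reagent 10 min → luminescence.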
# ELG1 genotoxic: qHTS screen for small molecules that induce genotoxicity in human embryonic kidney (HEK293T) cells expressing luciferase-tagged ELG1; HEK293T ELG1-luciferase reporter, luminescence, 16 h; AID 504466, 2011; 330,000 compounds, 1.3% hits; Potency, µM (highest dose often 46 µM), without a hit: at the highest dose activity change, positive = activation, usual class: activators; note: potency is the fitted concentration of half-maximal effect; % of control where 0% means no effect; nearly all actives have a fitted effect of over 60% in size
#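 HEK293T cells expressing luciferase-tagged ELG1 were exposed to compound or DMSO vehicle for 16 hr at 37 °C and 5% CO2. Luciferase activity was then measured with ONE-Glo after 30 min at room temperature.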
# NPC1 prom act: qHTS Assay for NPC1 Promoter Activators | Potency, µM (top dose mostly 9.22 µM), inactives show at the top dose activation, hits mostly activators | 320,000 compounds, 2.4% hits | Huh7 NPC1 promoter luciferase reporter, 24 h | AID 485313, 2010;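 note: potency is the fitted concentration of half-maximal effect; % of control where 0% means no effect; nearly all actives have a fitted effect of over 60% in size; reporter is driven by a mutant NPC1 promoter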
#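 Huh7 cells stably carrying NPC1 promoter–luciferase, plated in Opti-MEM with 10% FBS for 2 h, were exposed to compound in DMSO for 24 h at 37 °C; luciferase reagent was added for 10 min and luminescence read.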
# Rab9 promoter act: qHTS Assay for Rab9 Promoter Activators; Huh7 Rab9 promoter-luciferase reporter, luminescence, 24 h; Potency, µM (titrated, usually from 9.22 µM), without a hit: at the top dose activation, negative = inhibition, usual class: activators; 320,000 compounds, 2.8% hits; note: potency is the fitted concentration of half-maximal effect; % of control where 0% means no effect; nearly all actives have a fitted effect of over 60% in size
#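 Luminescence from Amplite-detected luciferase (10 minutes, ambient) reports Rab9 promoter activation. Before that, stable Rab9-luciferase Huh7 cells (1500/well, reduced-serum OP-MEM I plus 10% FBS) were exposed to compound for 24 hours at 37C.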
# Gal4-VP16 FLuc: VP16 counterscreen qHTS for inhibitors of ROR gamma transcriptional activity | Drosophila S2 Gal4-VP16 UAS-luciferase, luminescence, 20 h | Potency, µM (doses to about 53.6 µM), without a hit: at the top dose activity, negative = inhibition, most hits filed as inhibitors | 310,000 compounds, 3.5% hits;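 note: Gal4-VP16 expression switched on by copper sulfate through the metallothionein promoter; potency is the fitted concentration of half-maximal effect; % is set by controls: 0 for no effect and ±100 for the full control effect; nearly all actives have a fitted effect of over 50% in size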
# Giardia killer: Small Molecules that selectively kill Giardia lamblia: qHTS | 340,000 compounds, 0.15% hits | AID 540267, 2011 | activity change, % at 7.66 µM, hits read low | Giardia lamblia trophozoite viability; in the data active = activity change below about -80%; inconclusive = between about -30% and that limit;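 note: parasites exposed to compound for two days anaerobically before the ATP read; % is set by controls: 0 for no effect and ±100 for the full control effect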
#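 Media and compound were dispensed first, then trophozoites at 100 cells/well; plates sat 48 hrs at 37 deg C without oxygen before ATP luminescence reagent was added and read after 15-30 min at room temperature.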
# An asterisk follows results filed as active; ? = inconclusive; / = no result given; [ ] = another dose, or the depositor's remark. Unless noted, calls come from the whole dose curve; as a rule, active = well fitted curve in the direction sought with a large enough effect; inconclusive = small, poorly fitted or top-dose-only effect, or another doubt; inactive = no such curve, though single readings can be large; an effect the other way counts as inactive or inconclusive.
SMILES	RORgamma inh	Gal4-VP16 FLuc	Rab9 promoter act	BRCA1 expr up	Menin MLL FP TR	Giardia killer	FLuc modulator	ELG1 genotoxic	p53 reactivator	PKM2 activator	NPC1 prom act
COc1ccc(CC(CC(=O)O)C(=O)Nc2ccc(OC)cc2)cc1 (stereo not drawn)	14%	-4%	2%	4%	-17%	11	3%	-1%	8%	-4%	2%
COC(=O)Cc1c(O)ccn(CCc2ccc(OC)c(OC)c2)c1=O	18%	4%[10 µM]	-7%	0%	8%	21	-2%	5%	5%	8%	-10%
Nc1ccc(Nc2ccncc2[N+](=O)[O-])cc1	-21%	0%	1%	23%	/	-9	-1%	-19%	4%	-3%	4%
CCOC(=O)C1CCN(C(=O)C2CCN(C(=O)c3ccc([N+](=O)[O-])cc3)CC2)CC1	7%	-6%	8%	-16%	-4%	20	5%	-3%	?	2%	0%
CN(CC(=O)NCc1ccc(Cl)cc1)S(=O)(=O)c1cccc2cccnc12	0%	4%	-8%	-6%	5%	0	-2%	0%	-8%	-15%	-2%
CCc1ccc(NC(=O)CN2C(=O)CSC2=O)cc1	8%	-7%	0%	5%	24%	-22	11µM*	5%	29%	2%	-7%
CC(C)(C)OC(=O)C(C)(C)Sc1nnc(N)s1	-3%	-2%	2%	10%	/	-14	1%	2%	-1%	-8%	-2%
CCOC(=O)c1c(C)[n+]([O-])c2ccc3c(non3O)c12	14%	-12%	0%	-9%	5%	12	?	-6%	-4%	3%	-6%
Cc1noc(C)c1CSCC(=O)N1CCN(c2ccc([N+](=O)[O-])cc2)CC1	38%	?	-16%	-35%	3%	-8	-1%	-9%	-2%	-5%	-3%
CC1CCCCN1S(=O)(=O)c1ccc(C(=O)Nc2ccccc2-c2nc3ccccc3s2)cc1 (stereo not drawn)	-27%	1%	-10%	-4%	2%	0	4%	1%	21%	-3%	0%
Cc1c(NC(=O)COC(=O)Cc2ccc(Cl)cc2)c(=O)n(-c2ccccc2)n1C	?	-4%	1%	1%	-13%	9	-1%	2%	3%	-6%	6%
Cc1ccc(NC(=O)c2ccccn2)cc1S(=O)(=O)N1CCOCC1	0%	-16%	-10%	1%	-1%	-19	-1%	-6%	-3%	0%	-6%
O=C(O)CCC(=O)OC1CC2CCC1C2 (stereo not drawn)	7%	3%	0%	0%	11%	-17	3%	0%	2%	-3%	1%
CCc1cc(C(=O)O)c(NC(=O)C(c2ccccc2)c2ccccc2)s1	?	2%	-1%	2%	/	13	3%	-2%	-1%	-1%	2%
O=C1NC(c2ccco2)Nc2sc3c(c21)CCN(Cc1ccccc1)C3 (stereo not drawn)	-7%	?	-2%	19%	4%	-4	?	-10%	2%	-6%	3%
O=C(CCCOc1ccc(Cl)cc1Cl)NCc1ccncc1	2%	-15%	0%	-3%	0%	-3	-3%	3%	0%	3%	-2%
CCOC(=O)c1cc(S(=O)(=O)NCCc2ccc(OC)c(OC)c2)cn1C	1%	6%	-5%	-7%	/	-10	0%	3%	-1%	/	0%
COCCCN(C(=S)NC(=O)c1ccc(C(C)(C)C)cc1)c1c(N)n(Cc2ccccc2)c(=O)[nH]c1=O	-4%[10 µM]	?	1%	-16%	-14%	-7	-13%	0%	-3%	-8%	-3%
Cc1cccc(N(C(=O)Cn2nnc3ccccc32)C(C(=O)NCc2ccco2)c2ccncc2)c1C (stereo not drawn)	6%	-6%	0%	-15%	-10%	-21	3%	2%	6%	2%	-1%
Clc1ccccc1C1SCC2Nc3ccccc3CN21 (stereo not drawn)	?	-5%	-3%	-22%	?	-10	?	4%	16%	2%	-6%
Cc1c(Cl)cccc1NC(=O)CCN1CCN(C)CC1	-1%	-1%	1%	0%	-7%	4	-1%	0%	4%	-19%	-4%
COC(=O)c1sccc1NC(=O)c1cccnc1	24%	6%	/	-43%	-16%	32[activator]	6%	/	/	-2%	/
CC(NC(=O)CCNS(=O)(=O)c1cccc2nonc12)c1ccccc1 (stereo not drawn)	0%	2%	3%	-5%	4%	-10	-1%	-2%	2%	-6%	1%
Cc1ccc(C(=O)Nc2cccc(O)c2)cc1S(=O)(=O)N1CCCCCC1	-3%	-22%	?	90%	?	42[activator]	15µM*	6%	25%	0%	29%
O=C(NC1=NCCS1)C1CCCCC1	-42%	6%	0%	-1%	7%	-17	-3%	11%	4%	3%	2%
Cc1cc(NS(=O)(=O)c2ccc(-c3ccccc3)cc2)no1	6%	-13%	13%	2%	-2%	1	-6%	1%	-4%	1%	-1%
Cc1c(C(=O)NC2CC(=O)N(c3ccc4c(c3)OCCO4)C2)cccc1[N+](=O)[O-] (stereo not drawn)	/	/	-3%	-14%	/	-18	0%	-3%	1%	/	-1%
O=C(O)[C@@H]1CCCN1C(=O)CCc1c[nH]c2ccccc12	20%	7%	9%	22%	5%	-17	-2%	-1%	3%	/	3%
COCCNC(=O)C(=O)c1cc(C)n(-c2ccc([N+](=O)[O-])cc2)c1C	?	-6%[0.365 µM]	-10%	-10%	8%	1	3%	3%	?	-1%	-3%
Cc1ccc(S(=O)(=O)N2[C@@H](c3ccccc3F)C(C(=O)O)=CC[C@H]2c2ccc3c(c2)OCO3)cc1	/	/	-4%	4%	/	?	1%	0%	6%	/	0%
O=C(c1cccs1)N1CCN(c2cccc(Cl)c2)CC1	2%[1.91 µM]	-1%	1%	-1%	-22%	-21	0%	-4%	7%	-2%	-5%
Cc1cc(C)cc(C(=O)NCC(=O)OCC(=O)Nc2cccnc2Cl)c1	0%	-12%	2%	3%	-4%	-7	5%	0%	-3%	-3%	-5%
CSc1nnc(N2C(=O)C(O)=C(C(=O)c3ccco3)C2c2ccc(F)cc2)s1 (stereo not drawn)	-1%	0%	-1%	-8%	/	-30	-16%	0%	5%	/	-20%
N#Cc1c(N)oc(-c2cccs2)c1-c1cccs1	30%[0.365 µM]	/	-9%	-32%	22%	-3	1%	-8%	-6%	-5%	-2%
O=C(OCC(=O)N1CCc2ccccc2C1)c1cccc([N+](=O)[O-])c1	-8%	1%	-2%	0%	?	-6	-1%	2%	-4%	5%	1%
O=C(OCC(=O)N1CCN(c2ccccc2)CC1)c1cc(Br)ccc1Cl	/	/	-1%	8%	/	-2	/	-2%	-2%	/	-3%
C/C(=N\NC(=O)Cc1cccn1C)c1cccs1	-44%	7%	-1%	-2%	-8%	1	-2%	2%	16%	-4%	-1%
CN1CCN(c2nc(-c3cccs3)nc3ccccc23)CC1	21%	-19%	-3%	-18%	-18%	7	-1%	3%	-3%	-1%	-4%
O=C(CN1CCN(c2cccc(Cl)c2)CC1)Nc1nccs1	-4%	?	2%	1%	8%	9	-2%	-2%	1%	1%	-10%
O=C(NNC(=O)c1csc(N2CCOCC2)n1)c1ccc(=O)[nH]c1	/	/	-3%	3%	/	-13	2%	1%	-3%	/	0%
CCOC(=O)C1(Cc2ccccc2Cl)CCN(C(=O)c2cc(C)on2)CC1	26%	4%	?	?	-20%	22	?	11%	?	/	25%
O=C(c1ccc(C(F)(F)F)cc1)N1CCC(=O)N(C(COCc2ccc(C(F)(F)F)cc2)Cc2ccccc2)CC1 (stereo not drawn)	-10%	-15%	1%	-68%	-4%	8	2%	-12%	-3%	6%	0%
CCOC(=O)c1cc2sccc2n1CC(=O)Nc1ccc(OC)cc1OC	-10%	-7%	-5%	-1%	0%	-4	3%	-17%	-8%	3%	1%
CCc1ccnc(NC(=O)NS(=O)(=O)c2ccc(C)cc2)c1	1%	-8%	-3%	1%	/	-2	?	8%	4%	?	0%
O=C1CC(=O)Nc2cc(S(=O)(=O)N3CCN(c4ccc([N+](=O)[O-])cc4)CC3)ccc2N1	-2%	0%	0%	-20%	?	?	1%	-2%[9.26 µM]	16%	/	-4%
CC(NC(=O)CN(C)CC(=O)Nc1ccccc1Br)c1ccccc1 (stereo not drawn)	/	/	-1%	3%	/	3	-2%	2%	-13%	/	-4%

# Not all compounds are listed; count on the stated rates, not on these rows.
